GalR3 antag: blocks the human galanin receptor 3; AID 651719; HEK293 GalR3-CNG cAMP membrane potential fluorescence; galR3 body fused to GalR1 C-terminus; inhibition, % at 3 µM; O60755; 0.44% of 360,000 active;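 active = inhibition above the screen-wide average plus 3 SD, cut at about 13% in these data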;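 also: forskolin and galanin both at EC90 stimulate the cells; cAMP rise reported by CNG channel membrane potential dye signal; 0% = forskolin plus galanin with DMSO and 100% = forskolin alone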
Target sequence (O60755 1-299 limits assumed): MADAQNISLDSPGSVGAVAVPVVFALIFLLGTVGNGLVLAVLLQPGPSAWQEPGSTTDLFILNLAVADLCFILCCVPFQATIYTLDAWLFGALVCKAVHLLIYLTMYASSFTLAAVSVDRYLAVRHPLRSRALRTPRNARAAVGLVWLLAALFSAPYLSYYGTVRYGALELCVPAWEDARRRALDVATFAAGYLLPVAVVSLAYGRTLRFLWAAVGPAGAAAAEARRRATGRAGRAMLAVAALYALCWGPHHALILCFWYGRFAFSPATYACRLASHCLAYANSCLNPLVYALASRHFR
The depositor's hits bear a star. Not all compounds are listed. The share of hits here may be higher or lower than overall.

What do the screens show for `COc1cc(Cl)c(C)cc1NC(=O)CN1CCN(C(=O)c2cccs2)CC1`?
GalR3 antag: -7.8

Results for COc1ccc2c(CN3CCN(c4ccccc4OC)CC3)cc(=O)oc2c1 ?
GalR3 antag: -4.5

What do the screens show for `O=C(NCCc1ccc2c(c1)OCCO2)c1cc(S(=O)(=O)N2CCCC2)ccc1Cl`?
GalR3 antag: -2.3

How did CN(C(=O)c1cccc(NC(=O)Cc2ccc(NC(=O)C3CCCN(C(=O)C4CC4)C3)cc2)c1)C1CCCCC1 (centres undefined) do in these assays?
GalR3 antag: 6.3

What do the screens show for `O=[N+]([O-])c1cccnc1Oc1cc(Cl)c(Cl)cc1Cl`?
GalR3 antag: -4.8

How did Cc1ccc(C(O)c2ncc(-c3ccc(Cl)cc3)[nH]2)cc1F (centres undefined) do in these assays?
GalR3 antag: -6.8

How did Nc1cc(=O)n(Cc2ccccc2)c(N)c1C(=O)NCc1ccccc1 do in these assays?
GalR3 antag: -8.3

What do the screens show for `CC1(C(=O)O)CCN1C(=O)/C=C/c1ccccc1` (centres undefined)?
GalR3 antag: -6.4

How did CN(C(=O)c1cc(COc2ccc(F)cc2Cl)on1)C1CCOC1 (centres undefined) do in these assays?
GalR3 antag: -3.3

How did Cc1cccc(C)c1NC(=O)C(c1ccc(C#N)cc1)n1c(=O)c(-c2ccco2)nc2ccccc21 (centres undefined) do in these assays?
GalR3 antag: -0.7

How did COc1ccc(OC)c(CN(CC(F)(F)F)S(=O)(=O)c2ccccc2Br)c1 do in these assays?
GalR3 antag: -6.5

What do the screens show for `CCN(CC)C(=O)[C@H]1C[C@H](CC(=O)NCC23CC4CC(CC(C4)C2)C3)C(=O)N2CCc3c([nH]c4cc(CCC(=O)N(C)C)ccc34)[C@]12C`?
GalR3 antag: -1.6

Looked up one by one from above (five):
What do the screens show for `CC1(C(=O)O)CCN1C(=O)/C=C/c1ccccc1` (centres undefined)?
GalR3 antag: -6.4

How did Cc1ccc(C(O)c2ncc(-c3ccc(Cl)cc3)[nH]2)cc1F (centres undefined) do in these assays?
GalR3 antag: -6.8

How did COc1ccc(OC)c(CN(CC(F)(F)F)S(=O)(=O)c2ccccc2Br)c1 do in these assays?
GalR3 antag: -6.5

Results for COc1ccc2c(CN3CCN(c4ccccc4OC)CC3)cc(=O)oc2c1 ?
GalR3 antag: -4.5

What do the screens show for `CCN(CC)C(=O)[C@H]1C[C@H](CC(=O)NCC23CC4CC(CC(C4)C2)C3)C(=O)N2CCc3c([nH]c4cc(CCC(=O)N(C)C)ccc34)[C@]12C`?
GalR3 antag: -1.6

More structures follow.
What do the screens show for `CCN(CC)CCNC(=O)c1ccc(NC(=O)c2ccc(-n3cncn3)c([N+](=O)[O-])c2)cc1`?
GalR3 antag: 0.4

How did O=S(=O)(c1ccc(C(F)(F)F)cc1)N1CCN(CCOc2ccccc2)CC1 do in these assays?
GalR3 antag: -0.6

Results for Cc1cnc(-c2nc3ccccc3n2C(C(=O)NC(C)(C)C)c2ccccc2)cn1 (centres undefined) ?
GalR3 antag: -6.4

What do the screens show for `O=C(N[C@H](C(=O)N1CCC[C@H]1C(=O)NC1CCCC1)C1CCCCC1)c1nccs1`?
GalR3 antag: -6.2

How did O=C(CN(C1CCCCC1)S(=O)(=O)c1ccc(F)cc1)NCC1CCCO1 (centres undefined) do in these assays?
GalR3 antag: -2.5

What do the screens show for `COCCNc1nc(Nc2ccc(C)cc2C)c2sc(-c3ccccc3)cc2n1`?
GalR3 antag: -8.1

How did CC(=O)OCc1ccc(C2=CC(=O)CC(C)(C)C2=O)cc1 do in these assays?
GalR3 antag: 4.3

What do the screens show for `CC(=O)OC[C@@H]1CN(Cc2cccc(C(F)(F)F)c2)C[C@H](n2cnc3c(N4CCOCC4)ncnc32)O1`?
GalR3 antag: 2.7

Results for O=C(CCNC(=O)c1ccco1)Nc1nc2ccccc2s1 ?
GalR3 antag: -4.6

Results for Cc1cc(C)c(CN2CCN(C(=O)Cn3cnc(C(=O)Nc4ccc(C)c(C)c4)n3)CC2)c(C)c1 ?
GalR3 antag: -9.4

Results for CCN(CC)S(=O)(=O)c1ccc(C(=O)NCC(=O)NCc2ccc3c(c2)OCO3)cc1 ?
GalR3 antag: -4.5

How did COC(=O)[C@@]12C[C@@H](CC(=O)NCC3CCCCC3)C(=O)N(Cc3ccc4c(c3)OCO4)C1=CCC(C)(C)C2 do in these assays?
GalR3 antag: -6.8

How did O=C1C=CC(=O)c2c(O)c(N3CCN(CCO)CC3)c(Cl)c(O)c21 do in these assays?
GalR3 antag: -7.4

Results for CCCCNS(=O)(=O)CCNCc1ccc(OC)cc1 ?
GalR3 antag: -5.4

How did COC(=O)c1ccc(NCc2cc(O)ccc2O)cc1 do in these assays?
GalR3 antag: -5.6

What do the screens show for `O=C(COC(=O)c1ccc2ccccc2c1)NCc1ccccc1`?
GalR3 antag: 1.8

What do the screens show for `CCCCN(C)c1c(C)nc2ccc(C(=O)N3CCN(C(C)=O)CC3)cn12`?
GalR3 antag: -6.6

Results for C[C@@H]1CCCCO[C@@H](CN(C)Cc2ccc(C(F)(F)F)cc2)[C@@H](C)CN([C@H](C)CO)C(=O)c2cc(N(C)C)ccc2O1 ?
GalR3 antag: -5.2

Results for O=C(Nc1ccc(F)cc1)C(c1cc2ccccc2o1)N1CCN(C(=O)c2ccco2)CC1 (centres undefined) ?
GalR3 antag: -1.9

What do the screens show for `O=C(O)CSC1CC(=O)N(c2ccc(F)cc2)C1=O` (centres undefined)?
GalR3 antag: -1.8

What do the screens show for `CCN1CCN(c2ccc(S(=O)(=O)N3CCOCC3)cc2NC(=O)c2cc(F)c(F)c(F)c2F)CC1`?
GalR3 antag: -2.6

How did CC(N)c1csc(Nc2cc(Oc3ccccc3)ncn2)n1 (centres undefined) do in these assays?
GalR3 antag: -3.2

How did Cc1ccc(S(=O)(=O)NNC(=O)C23CCC(CC2)C3)cc1 do in these assays?
GalR3 antag: -3.0

Results for CC1(C)NC(=O)N(CC(=O)Nc2ccc(-c3ccccc3)cc2)C1=O ?
GalR3 antag: -0.7

How did Cc1cnc(C(=O)Nc2ccc(C)c(S(=O)(=O)N3CCCCCC3)c2)cn1 do in these assays?
GalR3 antag: -5.7

What do the screens show for `COC(=O)c1ccc(CNC(=O)COC(=O)CNS(=O)(=O)c2ccc(C)cc2)cc1`?
GalR3 antag: -7.8

How did CC(=O)Nc1ccc(NC(=O)CSc2nc(=O)n(Cc3cccnc3)c3c2CCC3)cc1 do in these assays?
GalR3 antag: -3.3

How did CCOC(=O)c1c(NC(=O)CN2CCN(c3cccc(Cl)c3)CC2)sc(C)c1C do in these assays?
GalR3 antag: -3.1

Results for Cc1noc(C)c1S(=O)(=O)N1CCCc2nc(-c3ccc(Br)cc3)ccc21 ?
GalR3 antag: -8.0

Results for CCCCCCN1C[C@@H](n2cc(COC(=O)c3ccccc3)nn2)[C@H](O)C[C@@H]1c1ccc(Cl)cc1 ?
GalR3 antag: -5.7

How did O=C(O)CC(C(=O)O)C(=Cc1ccccc1)c1ccccc1 (centres undefined) do in these assays?
GalR3 antag: 3.0

What do the screens show for `O=C1[C@H](c2ccccc2)[C@@H](c2ccccc2)N1c1ccncc1`?
GalR3 antag: -8.0

How did Cc1cc(C)c(S(=O)(=O)N2CCN(C(=O)c3ccccc3OCc3c(C)noc3C)CC2)c(C)c1 do in these assays?
GalR3 antag: -8.2

Results for CCOC(=O)c1ccccc1NC(=O)CN1CCC(n2nnc3cc(F)ccc32)CC1 ?
GalR3 antag: -1.9

How did Cc1ccccc1S(=O)(=O)N1[C@@H](c2cccc(Cl)c2)C(C(=O)OC(C)(C)C)=CC[C@H]1c1ccc(Cl)cc1 do in these assays?
GalR3 antag: -4.2

How did CN(Cc1ccccc1C(F)(F)F)C(=O)C1CCC(=O)N(CC2CCCCC2)C1 (centres undefined) do in these assays?
GalR3 antag: -6.9

How did CCOC(=O)[C@]12CCCC=C1N(Cc1ccccc1)C(=O)[C@H](CC(=O)NCc1ccc(C)o1)C2 do in these assays?
GalR3 antag: -5.2

How did CN(NC(=O)C(=O)NCc1ccco1)C(=O)NC1CCCCC1 do in these assays?
GalR3 antag: -1.6

What do the screens show for `Cc1c(NS(=O)(=O)c2cccc(C(=O)Nc3ccc(SC(F)F)cc3)c2)c(=O)n(-c2ccccc2)n1C`?
GalR3 antag: -0.6

Results for O=C(NCCN1CCC(n2c(=O)[nH]c3cc(Cl)ccc32)CC1)c1ccc(F)cc1 ?
GalR3 antag: -9.3

How did CCN(CC)C(=O)[C@H]1C[C@H](CC(=O)NCCC2=CCCCC2)C(=O)N2CCc3c([nH]c4cc(CCC(=O)N(C)C)ccc34)[C@]12C do in these assays?
GalR3 antag: 4.6

Results for COc1ccc2c(COC(=O)[C@@H]3CCCN3S(=O)(=O)c3ccc(Cl)cc3)cc(=O)oc2c1 ?
GalR3 antag: -1.5

What do the screens show for `CCCSc1nc2c([nH]1)c(=O)n(C)c(=S)n2C`?
GalR3 antag: -0.6

What do the screens show for `O=C(Cn1c(NCCO)nc2ccccc21)Nc1ccc2c(c1)OCCCO2`?
GalR3 antag: -2.4

Results for CCc1nc2ccc(C(=O)NCCCn3ccnc3)cn2c1N(CC)CCOC ?
GalR3 antag: 0.1

Results for COc1ccc(-c2oc3c(c2C#CC2(O)CCCCC2)C(OC)CCC3)cc1 (centres undefined) ?
GalR3 antag: -0.8

What do the screens show for `COc1ccc(-c2nc3ccc(Br)cn3c2Cc2ccsc2)cc1OC`?
GalR3 antag: -5.8

Results for CCN(Cc1nc2cc(Cl)ccc2c(=O)[nH]1)C(=O)c1cc(C2CC2)nn1-c1ccccc1 ?
GalR3 antag: 0.4

How did Oc1c(Cl)c(Cl)c2ncccc2c1Cl do in these assays?
GalR3 antag: -4.5

Results for O=C(CCCN1C(=O)NC2(CCCC2)C1=O)Nc1ccc(Cl)c(S(=O)(=O)N2CCOCC2)c1 ?
GalR3 antag: -1.8

Results for CCOC(=O)c1ccc(NC(=O)c2nc[nH]c2C(=O)N(C)CCO)cc1 ?
GalR3 antag: -1.2

What do the screens show for `O=C(NCC1CCN(C(=O)C(=O)c2cccs2)CC1)c1ccc2c(c1)OCO2`?
GalR3 antag: -1.4

What do the screens show for `Cc1cc(C)c(C#N)c(SCC(=O)Nc2cccc(S(=O)(=O)N3CCCC3)c2)n1`?
GalR3 antag: 2.3

Results for CC1(C(=O)NS(=O)(=O)c2ccc(F)cc2F)CCN1C(=O)c1ccccc1CCc1ccccc1 (centres undefined) ?
GalR3 antag: 2.4

What do the screens show for `O=C(N[C@H](Cc1ccccc1)C(=O)NCc1cccc2ccccc12)[C@H]1O[C@@H](n2ccc(=O)[nH]c2=O)[C@H](O)[C@@H]1O`?
GalR3 antag: 0.6

How did COc1ccc(CN2CCC[C@]3(N[C@H](c4ccc(C)cc4)[C@@H]4C(=O)N(C)C(=O)[C@@H]43)C2=O)cc1 do in these assays?
GalR3 antag: -6.9

Results for OC(c1ccc2ccccc2c1)c1ncc(-c2ccc(C(F)(F)F)cc2)[nH]1 (centres undefined) ?
GalR3 antag: -1.7

Results for Cn1cc(C(=O)C(=O)N2CCCCC2)c2ccccc21 ?
GalR3 antag: -5.7

How did OC(c1ccccc1)(c1ccccc1)C1CCN(CCCOc2ccc(-c3ccncc3)cc2)CC1 do in these assays?
GalR3 antag: -8.1

How did CC(C)C[C@H]1CN([C@@H](Cc2ccc(O)cc2)CN2CCCC2CN2C(=S)NC[C@@H]2Cc2ccccc2)C(=S)N1CC1CCCCC1 (some centres undefined) do in these assays?
GalR3 antag: -2.3

What do the screens show for `COc1ccc(Cc2c(C3CCCCC3)nc3ccc(Br)cn23)c(C)c1`?
GalR3 antag: -5.2

Results for COc1ccc(-c2csc(NC(=O)CS(=O)(=O)c3ccccc3)n2)c(OC)c1 ?
GalR3 antag: -5.8

Results for COc1ccccc1CNCCS(=O)(=O)NCc1ccccc1 ?
GalR3 antag: -7.2

What do the screens show for `O=C(CCNC(=O)N1CC(=O)Nc2ccccc21)NCc1ccc(Cl)cc1`?
GalR3 antag: -4.4

How did COC(=O)c1cc2c(c3c4cc(F)ccc4n(C(=O)c4ccccc4)c13)C(=O)N(Cc1ccco1)C2 do in these assays?
GalR3 antag: -7.4

What do the screens show for `Cc1ccc(/C(N)=N/OC(=O)COc2cccc3ccccc23)cc1`?
GalR3 antag: -8.1

What do the screens show for `O=C(NCC1CC1)c1cc2c(c(-c3cccc(-c4ccccc4F)c3)n1)[C@H](CCO)N(C(=O)CC1CC1)C2`?
GalR3 antag: -3.7

How did NC(=O)C(NN=C(c1ccccc1)c1ccccc1)c1ccccc1 (centres undefined) do in these assays?
GalR3 antag: -7.8

What do the screens show for `COc1ccc(CN(C)C[C@@H]2OCCCC[C@H](C)Oc3ccc(NC(=O)Cc4ccccc4)cc3C(=O)N([C@@H](C)CO)C[C@@H]2C)cc1`?
GalR3 antag: -7.8

Results for Cc1c(C(=O)NCc2ccccc2C(F)(F)F)sc(=O)n1Cc1ccc(F)cc1 ?
GalR3 antag: -0.3

How did COc1cc2oc(=O)cc(-c3ccc(-c4ccc(F)c(Cl)c4)cc3)c2c(OC)c1OC do in these assays?
GalR3 antag: -7.4

Results for Cc1onc(-c2c(F)cccc2Cl)c1-c1ncc(-c2ccc(Cl)cc2)o1 ?
GalR3 antag: 2.2

Grouped by structure: those above containing a cyano group
How did Cc1cccc(C)c1NC(=O)C(c1ccc(C#N)cc1)n1c(=O)c(-c2ccco2)nc2ccccc21 (centres undefined) do in these assays?
GalR3 antag: -0.7

What do the screens show for `Cc1cc(C)c(C#N)c(SCC(=O)Nc2cccc(S(=O)(=O)N3CCCC3)c2)n1`?
GalR3 antag: 2.3

Other entries:
How did COc1ccc(-c2c(C)cc3oc(=O)cc(-c4ccccc4)c3c2C)cc1 do in these assays?
GalR3 antag: -6.5

What do the screens show for `CC(=O)Nc1ccc(CC(=O)Nc2ccc3c(c2)OC2(CCCC2)O3)cc1`?
GalR3 antag: -1.8

What do the screens show for `O=C(Nc1ccc(F)cc1)c1cnccn1`?
GalR3 antag: -6.1

How did COc1ccccc1CNc1nc(NCc2cnc(C)cn2)c2sccc2n1 do in these assays?
GalR3 antag: -8.6

What do the screens show for `COc1ccc(CC(=O)NCC2CCN(C(=O)C(=O)c3cc4ccccc4o3)CC2)cc1`?
GalR3 antag: 0.1

What do the screens show for `CCOC(=O)C(C(=O)OCC)C(c1ccccc1)N1CCN(c2ccccc2)CC1` (centres undefined)?
GalR3 antag: -5.5

Screening results as filed in PubChem BioAssay.
